GLP1R ag – activates the human GLP-1 receptor; P43220; HEK293 GLP-1R CRE-luciferase, luminescence, 4-6 h; cells express a hypersensitive GLP-1R form; Potency, µM (series often up to 45.6 µM), inactives show at the highest dose activation, actives largely listed as activators; 380,000 tested, 0.007% active; AID 624172; note: % of control where 0% means no effect
Target sequence (P43220 whole entry, looked up): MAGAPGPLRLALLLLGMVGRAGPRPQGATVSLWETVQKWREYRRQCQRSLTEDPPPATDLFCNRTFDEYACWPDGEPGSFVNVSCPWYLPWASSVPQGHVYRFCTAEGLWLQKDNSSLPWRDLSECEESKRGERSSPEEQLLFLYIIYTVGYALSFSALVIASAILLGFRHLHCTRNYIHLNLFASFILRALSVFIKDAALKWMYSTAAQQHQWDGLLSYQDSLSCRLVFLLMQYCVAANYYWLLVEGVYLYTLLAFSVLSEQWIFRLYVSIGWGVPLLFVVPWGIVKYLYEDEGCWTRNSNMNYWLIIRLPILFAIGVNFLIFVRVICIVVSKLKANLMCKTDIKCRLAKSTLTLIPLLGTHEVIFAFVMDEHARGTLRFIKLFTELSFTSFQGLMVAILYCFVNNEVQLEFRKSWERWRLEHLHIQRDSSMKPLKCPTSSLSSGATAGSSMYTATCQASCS
KB-V1 cytotox – KB-V1 MDR subline cytotoxicity; KB-V1 MDR cells viability, CellTiter-Glo, 72 h; Potency, µM (top dose mostly 46.1 µM), without a hit: at the top dose activity change, negative = cytotoxicity, hits mostly cytotoxic; 400,000 tested, 3.4% active; AID 1347076; note: % is set by controls: 0 for no effect and ±100 for the full control effect; nearly all actives have a fitted effect of over 60% in size
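Potencies derive from concentration-effect curves fitted to normalized luminescence (CellTiter-Glo) of KB-V1 cells treated for 72 h at 37 degrees C in phenol-red-free DMEM containing 10% FBS.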
HT1080 IDH1KD tx – toxicity to HT-1080 IDH1 knockdown cells (counter line) | 360,000 tested, 2% active | Potency, µM (top dose mostly 46.1 µM), for inactives: top-dose activity, negative = toxicity, actives largely listed as cytotoxic | HT-1080 IDH1 knockdown viability, ATP luminescence, 48 h | AID 686971;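 note: 0% = DMSO wells and -100% = cell-free medium wells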
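IDH1KD HT-1080 cells, 750/well, RPMI + 5% FBS; compound pinned after 2 h settling; 48 h, 37 °C; CellTiter-Glo luminescence; % activity normalised to DMSO and no-cell wells; curves fitted, classed by r2 and efficacy.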
HEK293 tox – cytotoxicity in counter-screen for GLP-1R inverse agonists; HEK293 cAMP-luciferase reporter cells, luminescence, 24 h; Potency, µM (doses to about 38.3 µM), inactives show at the top dose activity change, negative = inhibition, actives largely listed as inhibitors; 410,000 tested, 0.13% active; AID 624418;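 note: loss of luciferase light is scored as toxicity; % is set by controls: 0 for no effect and ±100 for the full control effect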
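1536-well qHTS counterscreen of the MLSMR; 200 cells/uL, 12 h pre-incubation, 23 nL cpd, 24 h at 37 deg C 5% CO2, luciferase detection reagent, 12 min RT, luminescence. Inhibition = undesired.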
SW480 rereplic – inducers of DNA re-replication in SW480 colon cancer cells. 340,000 tested, 1.8% active. SW480 DNA re-replication, Hoechst DNA content imaging, 48 h. Potency, µM (top dose mostly 46.1 µM), inactives show top-dose re-replication activation, usual class: activators; note: % of control where 0% means no effect; nearly all actives have a fitted effect of over 55% in size
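Readout is total intensity of Hoechst-stained nuclei, excited at 405 nm and collected at 500-530 nm. Compound treatment lasted 48 hr at 37 C in 5% CO2 before staining.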
HT1080-NT tox – kills 2HG-producing HT-1080-NT fibrosarcoma cells. Potency, µM (highest dose often 46.1 µM), for inactives: top-dose activity, negative = less viability, hits mostly cytotoxic. 360,000 tested, 1.6% active. HT-1080-NT fibrosarcoma viability, CellTiter-Glo ATP luminescence, 48 h;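 note: NT is the 2HG producing partner of a matched IDH1 knockdown line; 0% = DMSO-treated cells and -100% = media-only wells without cells; nearly all actives have a fitted effect of over 55% in size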
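A 48-hour cytotoxicity screen used HT-1080-NT cells plated 2 hours before compound delivery. ATP-based CellTiter-Glo luminescence measured viability, normalized to DMSO and no-cell controls.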
GLP1R inv ag – acts as inverse agonist at human GLP-1 receptor; HEK293 GLP-1R CRE-luciferase, luminescence, 24 h; GLP-1R form is constitutively active; Potency, µM (highest dose often 38.3 µM), for inactives: at the highest dose activity change, negative = inhibition, actives largely listed as inhibitors; 410,000 tested, 1.6% active; AID 624417; note: % is set by controls: 0 for no effect and ±100 for the full control effect; nearly all actives have a fitted effect of over 55% in size
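Assay principle: reduced luminescence from a cAMP-responsive reporter in HEK293 cells co-expressing a constitutively active GLP-1R. Conditions: 24 hr compound incubation, 37 deg C, 5% CO2.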
TDP-43 yeast inh – TDP-43 toxicity inhibition in yeast; AID 652104; TDP-43 expressing yeast growth rescue, BacTiter-Glo, 24 h; Potency, µM (titrated, usually from 46.1 µM), inactives show at the top dose growth rescue (activation), hits mostly activators; 410,000 tested, 1.8% active; note: % of control where 0% means no effect; nearly all actives have a fitted effect of over 50% in size
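Yeast expressing TDP-43 (pregrown in raffinose, seeded at OD600=0.02 in galactose medium) exposed to compounds 24 hr at 30 deg C. Growth read by BacTiter-Glo luminescence; rescue of toxicity appears as increased signal.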
KB-3-1 tox – KB-3-1 parental cell cytotoxicity; KB-3-1 viability, CellTiter-Glo ATP luminescence, 72 h; Potency, µM (titrated, usually from 46.1 µM), inactives show at the highest dose activity change, negative = cytotoxic, usual class: cytotoxic; 400,000 tested, 1.4% active; AID 1347075; note: % is set by controls: 0 for no effect and ±100 for the full control effect; nearly all actives have a fitted effect of over 60% in size
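Cells are dispensed, compounds pinned in, plates held at 37 °C for 72 h, then CellTiter-Glo is added and luminescence read after 10 minutes. Cell line: parental KB-3-1 in phenol-red-free DMEM, 10% FBS.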
Starred values were filed as active, the others as inactive; ? = inconclusive; nt = no result given; & = joins results of further samples; [ ] = another dose, or the depositor's remark. Calls come from the whole dose curve; as a rule, active = well fitted curve in the direction sought with a large enough effect; inconclusive = small, poorly fitted or top-dose-only effect, or another doubt; inactive = no such curve, though single readings can be large; an effect the other way counts as inactive or inconclusive. Potency is the fitted concentration of half-maximal effect.

SMILES	GLP1R ag	KB-V1 cytotox	HT1080 IDH1KD tx	HEK293 tox	SW480 rereplic	HT1080-NT tox	GLP1R inv ag	TDP-43 yeast inh	KB-3-1 tox
Cc1ccc(Nc2nnc(SC(C)C(=O)NCC3CCCO3)s2)cc1C (stereo not given)	2%	?	-1%	9%	-2%	-2%	-12%	9%	2%
COc1cc2c(c(OC)c1OC)-c1ccc(NCc3ccccc3)c(=O)cc1C(NC(C)=O)CC2 (stereo not given)	28%	-6%	2.3µM*	?	nt	3.7µM*	?	20%	1.2µM*
Cc1cccc(-c2nc3scc(CCNC(=O)c4ccc(Br)o4)n3n2)c1	nt	-4%	nt	-2%	nt	nt	-12%	0%[9.22 µM]	1%
Nc1cc(-c2ccc(Cl)cc2)nn1-c1ccccc1	10%	2%	-5%	1%	-1%	-1%	-21%	nt	2%
CC(=O)Nc1ccc(S(=O)(=O)NCC(=O)NCCc2ccc(S(N)(=O)=O)cc2)cc1	4%	0%	16%	5%	-2%	6%	26%	-6%	0%
CCC(=O)NC(=S)Nc1cccc(NC(=O)c2ccccc2)c1	8%	-6%	1%	-10%	12%	-13%	?	-2%	9%
COc1ccc(/C=N/OCC(=O)N(Cc2ccccc2)c2ccccc2C(=O)O)cc1	4%	5%	2%	-9%	2%	3%	-19%	-17%[0.397 µM]	9%
COc1ccc2c(C)cc(SCC(=O)N3CCOCC3)nc2c1	1%	14%	1%	-1%	-4%	-1%	-5%	14%	7%
CCOC(=O)c1c(NC(=O)C2CCN(S(=O)(=O)c3ccc(Cl)cc3)CC2)sc2c1CCCC2	5%	?	-1%	-2%	?	-2%	-9%	15%	26%
CN(Cc1ccccn1)C(=O)c1cc(COc2ccc(F)cc2Cl)on1	8%	?	3%	-5%	nt	2%	?	30%	-5%
Cc1cccc(OC(C)C(=O)N/N=C\c2ccncc2)c1 (stereo not given)	1%	24%	4%	-3%	-10%	5%	-19%	-19%	22%
COCCN(Cc1cn[nH]c1-c1ccc2cc(OC)ccc2c1)C(C)C	3%	-6%	-1%	3%	0%	-2%	1%	-11%	19%
COc1ccc(CCNC(=O)c2cccc3c2C(=O)N(C2CCCCC2)C3)cc1OC	22%	18µM*	-11%	-17%	-7%	-22%	?	?	-4%
O=c1cnnc(Nc2ccccc2)[nH]1	1%	13%	-1%	8%	3%	0%	-9%	-17%	20%
Nc1nc(Nc2cccc(F)c2)nc(NCCO)c1[N+](=O)[O-]	18%	0%	1%	3%	1%	0%	12%	-8%	0%
Cc1noc(C)c1S(=O)(=O)Nc1ccc(C(=O)Nc2ccc(C(C)C)cc2)cc1	-1%	19%	nt	?	nt	nt	?	4%	-12%
O=C1COc2ccc(C(=O)COC(=O)Cc3ccccc3F)cc2N1	6%	-8%	16%	16%	-5%	21%	10%	2%	?
CN1C(=O)c2ccccc2C(C(=O)O)C1c1cn(C)c2ccccc12 (stereo not given)	-8%	18%	-7%	-14%	2%	-2%	5%	-1%	-3%
C=CCOC(=O)C1=C(C)Nc2nnnn2C1c1cc(OC)ccc1OC (stereo not given)	7%	?	-4%	-16%	-6%	0%	-30%	-17%	-10%
Cc1ccc(CS(=O)(=O)CC(C)(O)c2ccc(Cl)cc2)cc1 (stereo not given)	9%	0%	-16%	1%	1%	-5%	?	-18%	-4%
O=C(Cn1cnc2ccccc2c1=O)Nc1ccccc1N1CCOCC1	6%	-23%	11%	3%	-2%	3%	11%	-13%	3%
COc1ccc(C(=O)NCCc2cnc[nH]2)cc1OC	7%	?	0%	4%	-2%	-2%	21%	-21%	22%
O=C(C[n+]1cccc(/C=N/O)c1)N(Cc1ccccc1)Cc1ccccc1	12%	-3%	-8%	26%	-10%	-1%	2%	-7%	3%
Cc1ccc(OCC(=O)OC(C)CN(C)Cc2ccccc2)cc1 (stereo not given)	0%	24%	-3%	2%	0%	2%	4%	-35%[inhibitor]	8%
O=C(CSc1nnc(-c2ccc(F)cc2)o1)Nc1ccccc1N1CCOCC1	11%	-3%	9%	-5%	6%	8%	2%	22µM*	21%
CCCC1CCC(c2ccc(/C(N)=N/O)cc2)CC1 (stereo not given)	33%	-4%	-29%	-1%	1%	-30%	120%[activator]	3.5µM*	-12%
CCCn1c(C(C)NC(=O)c2ccccc2)nc2ccccc21 (stereo not given)	-1%	0%	-1%	-11%	10%	5%	-14%	-20%	-3%
O=C(NC1CCCCCCC1)c1cccc(S(=O)(=O)N2CCOCC2)c1	-9%	?	0%	19%	-15%	-1%	5%	13%	0%
COC(=O)CCC(=O)Nc1nnc(C(F)(F)F)s1	1%	20%	6%	-1%	-1%	4%	6%	17%	27%
CCOC(=O)Nc1cccc(OCC(=O)Nc2ccc(OC)cc2OC)c1	12%	-24%	-10%	3%	0%	17%	5%	?	-4%

Ordered by heavy-atom count (high to low): part of the list above.
SMILES	GLP1R ag	KB-V1 cytotox	HT1080 IDH1KD tx	HEK293 tox	SW480 rereplic	HT1080-NT tox	GLP1R inv ag	TDP-43 yeast inh	KB-3-1 tox
COc1ccc(CCNC(=O)c2cccc3c2C(=O)N(C2CCCCC2)C3)cc1OC	22%	18µM*	-11%	-17%	-7%	-22%	?	?	-4%
C=CCOC(=O)C1=C(C)Nc2nnnn2C1c1cc(OC)ccc1OC (stereo not given)	7%	?	-4%	-16%	-6%	0%	-30%	-17%	-10%
CCCn1c(C(C)NC(=O)c2ccccc2)nc2ccccc21 (stereo not given)	-1%	0%	-1%	-11%	10%	5%	-14%	-20%	-3%

Next section.
SMILES	GLP1R ag	KB-V1 cytotox	HT1080 IDH1KD tx	HEK293 tox	SW480 rereplic	HT1080-NT tox	GLP1R inv ag	TDP-43 yeast inh	KB-3-1 tox
CCCCCCCC/C=C\CCCCCCCC(=O)NCCc1ccc(O)c(O)c1	11%	?	23µM*	?	-33%[inhibitor]	4.6µM*	?	22µM*	?
COc1ccccc1OC(C)C(=O)Nc1ccccc1C(=O)NCc1cccnc1 (stereo not given)	11%	?	-4%	4%	-1%	-4%	-19%	-15%	-3%
CCn1ccnc1CN(C)C(=O)c1cc(COc2c(F)cccc2F)on1	16%	-10%	1%	20%	-2%	0%	-14%	4%	0%
COCCC(=O)N1CCOCC1c1cc(C(=O)Nc2ccccc2)no1 (stereo not given)	-4%	0%	23%	2%	nt	28%	2%	0%	?
CN(C)c1oc(-c2ccccc2Cl)nc1C#N	-5%	?	3%	-9%	12%	24%	38%[activator]	20%	?
CCOC(=O)c1c(C=O)c(C)n(Cc2ccccc2Cl)c1C	20%	23µM*	-12%	19%	?	0%	-21%	?	1%
CCCCOc1ccc(N(CC(=O)NC2CCCC2)C(=O)CCC(=O)Nc2ccccn2)cc1	-8%	1%	20%	-6%	1%	21%	6%	-10%	-1%
Cc1cc(OCC(=O)Nc2ccc(S(=O)(=O)NC3=NCCCCC3)cc2)c(C(C)C)cc1Cl	-9%	-3%	-2%	?	3%	-4%	?	18%	6%
CCOC(=O)CC(=O)Nc1nnc(C(C)C)s1	-11%	10%	24%	-1%	-9%	15%	-18%	7%	9%
CC(=O)c1ccc(N2C(=O)NC3(CCCCC3)C2=O)cc1	14%	26%	12%	0%	8%	9%	3%	17%	17%
COc1ccc(CNC(=O)c2cc3c(=O)[nH]c4ccccc4c3s2)cc1	nt	-9%	nt	-6%	nt	nt	1%	10%	1%
COc1cc(OC)c(NC(=O)Nc2nnc(N(C)C3CCCCC3)s2)cc1Cl	nt	-3%	nt	0%	nt	nt	7%	15%	3%
CN(C)CC(O)COc1ccc(C(C)(C)c2ccc(OCC(O)CN(C)C)cc2)cc1 (stereo not given)	1%	9%	?	?	?	?	?	-10%	?
O=C(CNC(=O)c1cccs1)NCC(=O)OCc1ccc(F)cc1	3%	-9%	10%	-9%	-60%[inhibitor]	-2%	3%	?	1%
CCCC(=O)NCc1cc(-c2nn(C)c(=O)c3ccccc23)ccc1C	3%	?	7%	2%	-2%	14%	0%	4%	4%
CCOC(=O)c1c(O)c2cccc3c2n(c1=O)CC3	-1%	5%	15%	0%	-14%	17%	13%	-10%	-9%
COc1ccc(CNC(=O)CCCn2c(=O)c3cccn3c3cccnc32)cc1	0%	4%	13%	-5%&-19%	nt	11%	15%&16%	8%&6%	0%
CC(=O)c1ccc(N2CCN(C(=O)Nc3ccc(C)cc3)CC2)cc1	-10%	1%	0%	8%&-8%	-3%	4%	19%&-6%	-8%&1%	2%
O=c1[nH]c(NCCO)nnc1Cc1ccccc1	2%	?	10%	-5%	2%	16%	-2%	10%	2%
Cc1nc2cc3ccccc3cc2c(=O)[nH]1	-6%	?	?	3%	-3%	-7%	122%[activator]	-4%	7%
CCN(CC)CCOC(=O)c1ccc(Cl)cc1	-6%	4%	-1%	-7%	0%	0%	0%	-27%	-4%
CCOc1ccc(S(=O)(=O)N2CCCCC2)cc1NC(=O)Cc1ccccc1	-7%	-10%	-3%	2%	0%	-1%	14%	-10%	-15%
O=C(Cc1ccc(F)cc1)N1CCC(N2CCC(C(=O)N3CCOCC3)CC2)CC1	-3%	-2%	-2%	-4%	10%[1.84 µM]	5%	-15%	nt	-11%
O=C(CN1CCN(c2ccccc2O)CC1)Nc1ccccc1C(=O)NCCc1ccccc1	25%	5%	-1%	12%	-1%	0%	?	?	?
CC(C)=CCC/C(C)=C/CC/C(C)=N/O	7%	6%	-27%	1%	11%	1%	-10%	-2%	14%
CCOC(=O)C1Cn2c(nc3c(c2=O)C2(CCCC2)Cc2ccccc2-3)S1 (stereo not given)	-7%	0%	-18%	-5%	4%	-18%	?	-4%	-6%
CCn1c(=O)c(-c2ccccc2)c(O)c2ccccc21	-4%	-12%	-4%	-11%	1%	-3%	0%	?	-1%
O=C(NC1CCCCCCC1)c1ccc(CNc2c(N3CCOCC3)c(=O)c2=O)cc1	7%	6%	6%	-27%	3%	3%	16%	12%	-3%

Source: PubChem BioAssay
